# Screens deposited in PubChem BioAssay by Sanford-Burnham Center for Chemical Genomics.
# mIAP activ = increases mouse intestinal alkaline phosphatase activity | 0.24% of 330,000 active | activation factor at 10 µM | muIAP, CDP-Star luminescence, 30 min; stronger effect = higher value; 1 = vehicle-only enzyme signal, 0 = enzyme-free wells;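 active means activation factor of at least 2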; further: the source names both 10 and 20 µM as test concentration; values of inactives mirror those of a sister screen read the other way
#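 System: Mouse IAP enzyme | Also added: CDP-Star substrate | Dosing: Compounds dispensed in DMSO | Schedule: 30 min enzyme-substrate-compound incubation at room temperature | Technique: Chemiluminescence readout | Control set: DMSO-only wells and no-enzyme negative control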
# MPTP block = inhibitors of mitochondrial permeability transition pore; 1.4% of 360,000 active; inhibition, % at 10 µM; isolated mouse mitochondria, Ca2+ swelling absorbance, 30 min;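 active means inhibition of 50% or more, scaled per plate between neutral and stimulator controls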;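 further: 0% = DMSO wells given calcium and 100% = 1 mM EGTA wells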
# mIAP inh = mouse IAP inhibition; purified mouse IAP, CDP-Star luminescence, 30 min; inhibition, % at 10 µM; 0.2% of 330,000 active; AID 2806;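 active means inhibition of at least 40% at 10 µM in the primary screen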;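 further: plate controls were DMSO with enzyme for no effect and no enzyme wells for full effect; values of inactives mirror those of a sister screen read the other way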
# A3A deaminase = inhibitors of human APOBEC3A DNA deaminase; recombinant A3A, FAM/TAMRA ssDNA deamination fluorescence; 0.41% of 330,000 active; inhibition, % at 20 µM; AID 493011; P31941;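 active means at least 40% inhibition at 20 µM here, with at most 30% in a related deaminase screen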;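 further: plate controls were A3A with DMSO for no effect and wells lacking A3A enzyme for full effect; some results filed as inactive read as strong as hits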
# Target sequence (P31941 whole entry, looked up): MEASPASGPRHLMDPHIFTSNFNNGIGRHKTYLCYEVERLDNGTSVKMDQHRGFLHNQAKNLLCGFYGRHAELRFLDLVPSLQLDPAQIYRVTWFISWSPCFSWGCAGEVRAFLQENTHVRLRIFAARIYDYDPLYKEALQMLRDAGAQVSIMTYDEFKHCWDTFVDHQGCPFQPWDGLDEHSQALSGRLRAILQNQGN
# beta cell repl = MIN6 beta-cell proliferation induction; MIN6 cells proliferation, ATPlite luminescence, 48 h; cells starved in 0.2% serum; 100% = growth in 10% serum; proliferation, % at 10 µM; 0.29% of 330,000 active; AID 2380;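 active means compounds whose signal lies at least 3.5 SD above the mean of all wells on their plate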;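 further: 0% = DMSO-treated cells in low-serum medium and 100% = 10% serum control; some compounds called inactive have numbers as strong as hits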
# ATG4B inh = inhibitors of human ATG4B cysteine protease | Q9Y4P1 | ATG4B cleavage of LC3-PLA2, NBD-HPC fluorescence, 1 h | inhibition, % at 8.33 µM | 0.51% of 340,000 active; in the data active means inhibition above about 40%
# hIAP act = human IAP activation. P09923. purified human IAP, CDP-Star luminescence, 30 min; stronger effect = higher value; 1 = vehicle-only enzyme, 0 = enzyme-free background. activation factor at 10 µM. 0.16% of 330,000 active;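 active means activation factor of the enzyme at least 2-fold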; further: the source names both 10 and 20 µM as test concentration; values of inactives mirror those of a sister screen read the other way
# Target sequence (P09923 whole entry, looked up): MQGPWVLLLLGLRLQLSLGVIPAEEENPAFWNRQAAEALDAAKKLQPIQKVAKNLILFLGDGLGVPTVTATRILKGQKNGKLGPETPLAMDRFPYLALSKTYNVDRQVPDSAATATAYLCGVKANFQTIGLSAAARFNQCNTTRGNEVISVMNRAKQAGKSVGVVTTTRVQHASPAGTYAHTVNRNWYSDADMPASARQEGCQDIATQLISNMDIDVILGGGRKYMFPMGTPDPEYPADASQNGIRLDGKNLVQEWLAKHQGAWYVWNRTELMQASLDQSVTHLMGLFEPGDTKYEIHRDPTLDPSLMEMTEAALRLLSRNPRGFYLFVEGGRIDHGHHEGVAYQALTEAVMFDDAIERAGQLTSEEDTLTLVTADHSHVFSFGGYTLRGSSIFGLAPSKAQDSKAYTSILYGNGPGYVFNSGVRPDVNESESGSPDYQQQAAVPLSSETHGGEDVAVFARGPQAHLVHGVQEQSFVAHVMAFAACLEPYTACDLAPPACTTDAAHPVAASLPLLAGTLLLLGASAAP
# APOBEC3G inh = inhibitors of human APOBEC3G DNA deaminase. AID 493012. Q9HC16. 0.28% of 330,000 active. inhibition, % at 20 µM. recombinant A3G, ssDNA deamination FAM/TAMRA fluorescence;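 active means inhibition of at least 40% at 20 µM, with no more than 30% in the related APOBEC3A deaminase screen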;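 further: plate controls were DMSO wells with A3G for no effect and wells lacking A3G enzyme for full effect; some compounds called inactive have numbers as strong as hits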
# hIAP inh = blocks human intestinal alkaline phosphatase; purified IAP, CDP-Star luminescence, 30 min; inhibition, % at 10 µM; 0.12% of 330,000 active;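 active means inhibition reaching a set limit with compound at 10 µM in the primary screen, cut at about 35% in these data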;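 further: plate controls were DMSO wells with enzyme for no effect and no-enzyme buffer wells for full effect; values of inactives mirror those of a sister screen read the other way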
# Starred values were filed as active, the others as inactive; x = not tested or not shown; ! = repeats disagree. The order is random; overall some 3.3% were active at least once.
SMILES	mIAP activ	MPTP block	mIAP inh	A3A deaminase	beta cell repl	ATG4B inh	hIAP act	APOBEC3G inh	hIAP inh
CC1(C)CC(=O)c2c(nc3ccccc3c2N)C1	0.98	-3.5	2	-2	1	0	1	-6	-2
CC(NC(=O)c1ccc(F)cc1)c1ccc2c(c1)CCCC2 (stereo not given)	1.2	-0.1	-17	0	-2	-4	1.1	3	-8
Cc1cc(C)nc(SCCCn2c(=O)[nH]c3ccccc32)n1	0.96	2.3	4	-3	-1	-6	0.9	-8	10
C/C(N)=C(/C#N)C(=O)CSc1nn(-c2ccc(Cl)cc2)c(=S)s1	0.87	-1.4	13	14	-5	-2	0.92	-2	8
CCOc1cc([N+](=O)[O-])cc2c1C(=O)Nc1ccccc1O2	1	3.1	0	-2	-2	7	0.91	-9	9
O=C(CCc1ccccc1)Nc1ccnn1C1CCN(Cc2ncc[nH]2)CC1	1	-0.8	-1	-2	-1	-4	1.2	-4	-21
COc1ccc(-c2cc(C(=O)Nc3ccccc3N3CCOCC3)c3ccccc3n2)cc1OC	1	-2.4	0	-3	3	-10	0.97	2	3
CC(C)N(C(=O)Cn1c(Cl)nc2ccccc21)C(C)C	1.1	1.4	-10	-2	-5	-32	1	-10	-3
CCOc1ncccc1C(=O)NCc1ccccc1	1.1	x	-10	1	0	x	1.1	-12	-5
C[C@H](CO)N1C[C@H](C)[C@@H](CN(C)CC2CC2)Oc2c(NS(=O)(=O)c3ccc(F)cc3)cccc2C1=O	1.1	-0.9	-12	-7	-1	x	1.2	-7	-24
C=CCNC(=S)NNC(=O)c1csc(CC)c1	0.9	-0.9	10	14	2	-7	1.5	-10	-50
COc1ccc(OC)c2sc(NC(=O)C3=COCCO3)nc12	0.94	-3.5	6	0	0	-3	0.94	2	6
N/C(=N\OC(=O)COc1ccc(Cl)cc1Cl)c1ccccn1	0.87	-0.2	13	-2	-4	-8	0.98	-3	2
COc1ccc(N(C(=O)C2CSC(=O)C2)C(C(=O)NC(C)(C)C)c2ccncc2)cc1 (stereo not given)	1	-1.9	-2	1	-1	-5	1.1	-7	-15
CCn1c(/C=C/N(C(C)=O)c2ccccc2)[n+](CC)c2ccc(Cl)cc21	0.97	1.3	3	63*	-1	-4	0.94	29	6
Cc1ccc(C(c2sc3ncnn3c2O)N2CC(C)CC(C)C2)cc1 (stereo not given)	0.93	1.4	7	-3	-3	-2	1.2	-5	-16
NC(=O)CSc1nccn1Cc1ccc2c(c1)OCO2	0.89	-1.5	11	3	0	0	1	5	-2
CC(C)(C)NC(=O)Cn1nnc(-c2ccccc2Cl)n1	0.97	-0.7	3	-1	1	-4	1.1	-7	-11
Cn1nnnc1SCc1cc(=O)n2ccsc2n1	0.93	-1.5	7	1	-1	5	0.89	-3	11
Cc1ccc(NC(=O)CN(C)C(=O)c2sc3cc(Cl)ccc3c2Cl)cc1	1	0.9	0	0	-8	-9	1.1	14	-7

# Next part (two carried over from the part before).
SMILES	mIAP activ	MPTP block	mIAP inh	A3A deaminase	beta cell repl	ATG4B inh	hIAP act	APOBEC3G inh	hIAP inh
Cn1nnnc1SCc1cc(=O)n2ccsc2n1	0.93	-1.5	7	1	-1	5	0.89	-3	11
Cc1ccc(NC(=O)CN(C)C(=O)c2sc3cc(Cl)ccc3c2Cl)cc1	1	0.9	0	0	-8	-9	1.1	14	-7
COc1ccc([C@@H]2C[C@@H](c3ccccc3)Oc3c(C)ccc(C(C)C)c32)cc1	1	x	-4	-1	-8	x	0.76	-5	24
C=CCNC(=O)c1onc(CS(=O)(=O)c2cc(C)cc(C)c2)c1C(=O)NCC=C	0.73	-0.6	27	-5	-3	-2	0.82	-9	18
COc1cc(CN2CCCC(C(=O)Nc3cccc(-n4cccn4)c3)C2)ccc1F (stereo not given)	1	-0.1	0	-3	-5	-12	1.3	-8	-29
COc1ccc(S(=O)(=O)N(C)CC(=O)O)c2ccccc12	1.1	1.1	-7	0	0	7	0.95	-4	5
Cc1[nH]nc(SCC(=O)NC2CCCC2)c1[N+](=O)[O-]	1	2.6	-1	-2	-1	6	1	-7	-2
CCOC(=O)c1[nH]c(C(=O)O)c(CCN(CC)CC)c1C	1	0.8	-3	0	2	-4	0.92	-3	8
NC(=O)NC(=O)COC(=O)CCCc1c[nH]c2ccccc12	0.96	1.5	4	-4	-3	0	0.98	-10	2
O=C(Cc1ccc(F)cc1)N1CCN(c2ccc(F)cc2)CC1	1	-1.1	-2	-2	-2	-2	1	1	-1
N#Cc1ccccc1-n1c(N)c(C(=O)N2CCCC2)sc1=S	0.89	-2.8	11	-5	-5	1	1	25	0
CCN1C(=O)C(O)(C2COC(C)(C)CC2=O)c2cc(Br)ccc21 (stereo not given)	1	1.5	0	-5	-4	6	1.1	-4	-10
Cc1cn(C2C=CC(CO)O2)c(=O)[nH]c1=O (stereo not given)	1	4.5	-1	0	-2	5	0.93	-1	8
Cc1ccc(NC(=O)c2ccc(CSc3nnc(C)s3)cc2)c(C)c1	1	-0.7	-2	-3	-1	2	1	-4	-3
Cc1cc(C)c2oc(C(=O)Nc3ccc(S(=O)(=O)N4CCCC(C)C4)cc3)cc(=O)c2c1 (stereo not given)	0.87	17	13	-2	3	0	0.94	-5	6
O=C(NCCO)c1nc2ccccc2s1	0.95	1.7	5	-9	-2	-4	1.1	-4	-6
COc1ccc(NC(=O)Nc2ccccc2OC)cc1	0.94	-0.7	6	-1	-1	-1	1	-5	-3
O=C(Nc1ccc(OCc2ccccc2)cc1)c1cccs1	1.2	0.7	-15	1	-1	5	1.2	-3	-16
COc1ccc(C2OC3=C(Nc4cc(C)c(C)cc4N3)C2=O)cc1 (stereo not given)	0.95	-1.2	5	0	0	-4	0.85	-4	15
Cn1c(NCCO)nc2c(c1=O)C1(CCCCC1)Cc1ccccc1-2	0.91	0.0	9	-1	2	-16	1.1	-5	-8
COc1ccc(/C=C/C(=O)NCC(=O)N/N=C/c2ccc(OC)cc2)cc1	0.97	3.6	3	-1	-4	-11	0.98	-4	2
Clc1ccc(Cn2ncc3c(N4CCCCC4)ncnc32)cc1	0.96	-1.5	4	-5	-3	-4	0.86	-6	14
COc1ccc(OC)c(C2C(C(C)=O)=C(O)C(=O)N2c2ccc(O)cc2)c1 (stereo not given)	1	-1.1	-1	-24	-4	6	1	-4	-1
O=C(COc1ccc(Br)cc1)NNC(=O)c1ccc(-n2cncn2)c([N+](=O)[O-])c1	0.93	-1.5	7	-1	-3	-5	1.5	0	-51
COc1cc(CC(=O)OCC(=O)NC(C)c2ccccc2)cc(OC)c1OC (stereo not given)	1	0.0	-3	-2	-4	-4	1.1	-4	-5
CCOC(=O)NC(=O)CSc1nnnn1-c1ccc(Cl)cc1	0.72	0.2	28	-1	1	8	1.2	-3	-18
Cc1c(C(=O)N(C)C2CC(C)(C)NC(C)(C)C2)oc2c(F)cccc12	1	0.9	0	-2	4	20	0.97	-10	2
CC(C)Nc1nc(NC(N)=S)nc(NC(C)C)n1	0.93	0.9	7	-1	3	-3	0.94	-4	6
COc1ccccc1CNC(=O)C1CCN(S(=O)(=O)c2ccc3c(c2)CC(C)N3C(C)=O)CC1 (stereo not given)	1	-1.5	-4	-5	-2	0	1.5	-7	-47
CC(C)N(C(=O)CN(C#N)c1nc(N(C)C)nc(N(C)C)n1)c1ccccc1	1	0.1	-1	10	-1	3	0.99	4	1
Cc1nnc(SCC(=O)NCc2ccco2)n1-c1ccccc1	0.93	0.7	7	-3	0	4	1.1	-6	-8
CCc1oc(C(=O)O)cc1CN(CC)CC	1.1	-1.8	-8	1	-2	0	1	1	-2
CC(C)c1ccc(-c2nc(N3CCCCCC3)nc3n[nH]c(N)c23)cc1	1	12	0	-2	-5	3	1	-2	-2
O=C(NCCc1ccccc1)c1ccc2c(c1)S(=O)(=O)c1ccccc1C2=O	0.91	-1.7	9	3	-1	-6	0.89	4	11
Cc1nn(CC(=O)NCCCN2CCCCC2)c(=O)c2cc(-c3ccccc3)nn12	1.1	-0.8	-8	-8	3	-7	1.3	-10	-27
COc1ccc2cc(C(=O)C3CCCN(C(=O)CCc4cnn(C)c4)C3)ccc2c1 (stereo not given)	0.93	2.3	7	-2	-3	-17	1	-6	0
O=C(O)c1cc(/C=N\O)ccc1OCc1ccccc1	0.99	1.8	0	-3	1	-16	0.99	-5	1
O=C(CNC1CCCCCC1)Nc1ccccc1N1CCOCC1	1	-1.2	0	1	1	2	1.1	-2	-8
Cc1ccc(NC(=O)C2CCCCC2)cc1C	1	-0.4	0	1	7	-2	0.95	-7	5
N#CCOc1coc(CN2CCN(c3cccc(Cl)c3)CC2)cc1=O	0.93	0.5	7	-3	-6	-1	0.97	-4	3
COc1ccc(-c2cc(C(=O)Nc3cc(OC)cc(C(=O)Nc4cccc(C(F)(F)F)c4)c3)[nH]n2)cc1	0.99	55*!	1	-2	-7	-6	1.3	-4	-27
Cc1ccc(S(=O)(=O)NCc2ccc(/C=C(/C#N)C(=O)NCc3ccccc3)o2)cc1	0.99	-0.4	0	-3	0	-4	1	-11	-1
c1ccc(C2=Nn3c(nnc3-c3n[nH]c4c3CCC4)SC2)cc1	0.9	1.6	10	0	-4	5	0.99	2	1
c1ccc2nc(-c3nc4ccccc4[nH]3)ccc2c1	0.92	5.1	8	-2	-7	-3	1.3	-7	-33
CC(C)CCCN1C(Nc2ccccc2)=NC[C@@H]1C	1.1	2.4	-6	0	1	-2	1.1	-7	-9
[N-]=[N+]=NCCN1CCN(CCc2ccccc2)CCC1=O	1	-1.1	0	1	-1	-7	1	3	-4
COCCn1c(SCC(=O)N2CCCCC2)nc2c([nH]c3ccccc32)c1=O	0.99	-0.3	0	-1	2	-3	1.2	-6	-23
CCCCCCSc1cc(-c2nc3cnccn3c2NCc2ccccc2)ccc1OC	1	1.4	-3	0	-7	3	0.98	-12	2
Cc1cccc(N2C(=O)C3C4CC(=O)C(c5ccccc54)C3C2=O)c1C (stereo not given)	0.97	0.8	3	2	-2	-1	0.89	0	11
CSc1nc2ncc(-c3ccsc3)c(N)n2n1	0.94	-0.6	6	0	-3	-10	0.81	-4	19
COC(=O)[C@H](C)NC(=O)Nc1ccc(C)c(C)c1	1.2	0.9	-17	-2	-2	-10	1.2	-2	-20
CCN(CC)CCCN1CC(=O)N2[C@@H](Cc3c([nH]c4ccccc34)C2(C)C)C1=O	1	0.8	-2	-2	-1	-8	0.99	-5	1
COc1ccc(-c2nc3cnccn3c2Nc2ccc(C)cc2)cc1	1.2	-1.0	-20	0	-5	-7	0.91	0	9
Cc1ccnc2nc(C(=O)OCC(=O)N(CC(C)C)CC(C)C)nn12	0.93	-0.2	7	5	0	3	0.91	-2	10
N#C/C(=C(\O)CCl)c1nnc2n1CCCCC2	0.97	-1.5	3	-2	3	-1	0.97	-6	3
CN(C)CCN(Cc1ccccc1)C(=O)C1CCN(c2ncnc3c2nc2n3CCCCC2)CC1	0.87	-0.1	13	-6	2	-1	0.84	-6	16
